LYP inh 2 = inhibitors of human LYP (PTPN22) phosphatase; 0.21% of 96,000 active; Q9Y2R2; inhibition, % at 2 µM; recombinant LYP catalytic domain, DiFMUP fluorescence;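 active means inhibition at 2 µM at or above a set limit, the screen mean plus 3 SD, cut at about 24% in these data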;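 further: 0% = DMSO with enzyme and 100% = enzyme fully blocked by orthovanadate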
FAK blocker = blocks human focal adhesion kinase activity | 0.84% of 97,000 active | biochemical FAK kinase activity assay | inhibition, %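 (tested at 7 µM)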 | Q05397 | AID 727; in the data active means inhibition above about 19%;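 further: 0% = DMSO and 100% = reference compound high control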
Target sequence (Q05397 whole entry, looked up): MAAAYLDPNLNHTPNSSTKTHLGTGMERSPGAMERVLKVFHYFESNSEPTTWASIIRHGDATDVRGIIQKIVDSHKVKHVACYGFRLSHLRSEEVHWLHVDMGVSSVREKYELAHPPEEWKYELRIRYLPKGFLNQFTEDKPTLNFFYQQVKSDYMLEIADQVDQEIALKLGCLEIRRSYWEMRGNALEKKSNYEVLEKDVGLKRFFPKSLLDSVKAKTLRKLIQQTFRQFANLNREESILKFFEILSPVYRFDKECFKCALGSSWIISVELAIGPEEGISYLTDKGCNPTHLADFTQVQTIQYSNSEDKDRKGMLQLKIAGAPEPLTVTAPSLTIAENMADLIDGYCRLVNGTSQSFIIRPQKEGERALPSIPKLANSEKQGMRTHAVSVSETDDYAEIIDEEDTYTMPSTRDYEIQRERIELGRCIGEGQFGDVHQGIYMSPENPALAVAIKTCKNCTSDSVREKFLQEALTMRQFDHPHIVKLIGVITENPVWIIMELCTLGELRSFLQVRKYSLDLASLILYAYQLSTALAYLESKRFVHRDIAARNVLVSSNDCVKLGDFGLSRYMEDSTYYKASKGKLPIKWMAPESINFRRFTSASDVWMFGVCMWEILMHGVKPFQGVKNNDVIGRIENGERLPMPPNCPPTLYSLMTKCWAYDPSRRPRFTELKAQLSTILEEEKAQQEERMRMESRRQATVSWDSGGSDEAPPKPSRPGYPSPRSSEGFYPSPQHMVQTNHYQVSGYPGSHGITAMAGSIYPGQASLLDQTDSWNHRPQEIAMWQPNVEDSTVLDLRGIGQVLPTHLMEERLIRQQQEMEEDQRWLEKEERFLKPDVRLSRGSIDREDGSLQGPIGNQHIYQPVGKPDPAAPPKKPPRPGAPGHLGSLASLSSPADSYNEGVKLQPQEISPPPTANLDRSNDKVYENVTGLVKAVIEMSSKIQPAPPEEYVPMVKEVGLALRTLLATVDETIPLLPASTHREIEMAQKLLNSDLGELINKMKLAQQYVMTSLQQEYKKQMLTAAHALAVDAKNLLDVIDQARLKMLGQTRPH
PostGolgi yeast = growth inhibition of a yeast mutant, post-Golgi transport screen; 0.9% of 98,000 active; post-Golgi transport phenotypic cell assay; inhibition, % at 10 µM;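 further: yeast cells grown in 1536-well plates; yeast grown about 18 h at 30C before absorbance read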
S1P2 agonist = S1P2 (human) receptor agonism; O95136; S1P2-expressing cell line, agonist reporter read-out; activation, % at 4.5 µM; 0.46% of 97,000 active; AID 729; in the data active means activation above about 16%;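 further: 0% = vehicle low control and 100% = maximal reference agonist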
EphB4 ephrin blk = antagonists of human EphB4-ephrin-B2 interaction | P54760 | inhibition, % at 7 µM | 0.15% of 97,000 active | AID 720 | EphB4 LBD / TNYL-RAW-Alexa532 peptide, fluorescence polarization;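 active means inhibition above the screen-wide mean inhibition plus 3 SD, cut at about 15% in these data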;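 further: 0% = DMSO wells and 100% = excess unlabeled TNYL-RAW peptide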
Rev-RRE block = disrupts HIV-1 Rev binding to RRE RNA; P05866; inhibition, % at 8 µM; 0.79% of 97,000 active; Rev peptide-RRE RNA binding, FRET;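 active means inhibition above the screen-wide mean plus 3 SD, cut at about 35% in these data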;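 further: 0% = median DMSO wells and 100% = median Neomycin B control wells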
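Test system – labelled RRE RNA duplex and labelled Rev peptide · Signal – fluorescein-to-Cy5 FRET, 480 nm excitation · Evaluation – % inhibition of FRET ratio versus controls · Benchmarks – DMSO low control, neomycin B high control · Incubation – 5 min RNA-compound premix plus 15 min binding step, 25 °C · Medium – HEPES pH 7.5 salt buffer with EDTA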
S1P2 antag = antagonists of human S1P2 receptor; 0.21% of 97,000 active; cell-based S1P2 antagonist assay, inhibition at 5 uM; inhibition, % at 5 µM; O95136; AID 736; in the data active means inhibition above about 45%;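 further: CRE beta-lactamase reporter cells expressing human S1P2 stimulated with S1P; 0% = agonist at EC80 alone and 100% = agonist plus reference antagonist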
LYP act = increases human PTPN22 phosphatase activity | activation, % at 2 µM | recombinant LYP, DiFMUP fluorescence; 0 = plate median, 100 = signal doubled | 0.11% of 96,000 active;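 active means activation at 2 µM above a set limit, the mean plus 5 SD, cut at about 37% in these data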
PostGolgi ctrl = growth of the yeast control strain, post-Golgi counter-screen; 5% of 98,000 active; inhibition, % at 10 µM; efflux-deficient yeast background strain, growth absorbance A615, 16 h; AID 738
* marks the source's active call; other numbers are inactive results; x = no result given. Unless noted, no stated cut-off is given here; in the data, active means inhibition above about 30%; inactive means the rest.

SMILES	LYP inh 2	FAK blocker	PostGolgi yeast	S1P2 agonist	EphB4 ephrin blk	Rev-RRE block	S1P2 antag	LYP act	PostGolgi ctrl
CCOC(=O)CSc1nc2ccccc2c(=O)n1CC1CCCO1 (stereo not drawn)	-8	5	2	-8	-2	7	8	7	6
Cc1cccc2cc(CN(CC3CCCO3)C(=O)c3cnccn3)c(=O)[nH]c12 (stereo not drawn)	13	-4	1	-6	0	2	-3	-16	3
O=C(Nc1ccc2nn(-c3ccccc3)nc2c1)c1ccc2c(c1)OCO2	9	10	1	-5	4	10	11	-14	3
CCCCNC(=O)CSc1nnc(-c2c[nH]c3ccccc23)n1CC1CCCO1 (stereo not drawn)	-6	-1	2	-2	5	2	13	6	10
CC(/C=C/c1ccco1)=N\NC(=O)c1cc(C)[nH]n1	14	13	2	-5	1	12	11	-10	1
O=C(NC1CC1)c1cc2c(s1)-c1ccccc1OC2	-14	-4	-3	1	-6	4	7	11	5
FC(F)(F)C1CC(c2cccs2)Nc2ncnn21 (stereo not drawn)	-3	-3	10	-6	-4	1	-5	1	17
Cc1ccc(S(=O)(=O)Cc2ccc(C(=O)N3CCN(c4ccc(F)cc4)CC3)o2)cc1	-11	4	-1	0	-1	8	-8	8	3
COc1ccc(C(C)=O)cc1CSc1nc2cc(Cl)ccc2o1	-3	0	-6	1	-5	16	-20	5	47*
Cc1cc(C)c(S(=O)(=O)n2ccc3ccccc32)c(C)c1	4	1	1	-4	0	23	-7	-3	1
CCC(=O)Nc1c(-c2ccc(OC)cc2)c(=O)c2ccccc2n1C	1	-3	10	-1	4	12	1	-2	5
COc1nc(N(C#N)CC(N)=O)nc(N2CCCC2)n1	3	9	9	8	-1	7	-28	-2	5
CCN1C(=O)C2C(c3cccc(F)c3)NC(CC)(C(=O)OC)C2C1=O (stereo not drawn)	-42	-4	-3	-8	-4	-1	17	42*	-3
COc1ccccc1N(CN1CCCC1=O)C(=O)c1ccccc1F	-3	-5	-6	-5	3	4	19	0	18
O=C(c1ccccc1NS(=O)(=O)c1cccs1)N1CCOCC1	2	0	9	0	5	7	-1	-3	2
C=CCn1c(COc2ccccc2C)nnc1SCC(=O)O	1	-3	6	-2	3	3	-16	-1	4
COc1ccccc1-c1nnc(-c2ccc(N3CCOCC3)cc2)o1	-1	1	x	-8	-8	2	-20	2	x
O=C(O)CSc1nnc(-c2cccs2)n1-c1ccc(Cl)cc1	6	-2	-3	0	5	6	2	-10	3
Cc1ccc(OCCNC(=O)c2ccccc2N)cc1	1	-4	6	-6	-6	-3	-2	-4	-2
CCn1c(N)c(C(=O)NCc2ccco2)sc1=S	-4	-2	6	-3	-7	2	-19	2	7
C/C(=C\C(=O)c1ccccc1)Nc1ccc(O)cc1	12	-2	-2	-4	2	2	13	-9	1
COc1cc(NC(=O)C2CCCCN2)ccc1OCC(C)C (stereo not drawn)	-3	0	13	-2	-1	1	3	0	-12
CCOc1ccc2nc(SCC(=O)NCc3ccc4c(c3)OCO4)[nH]c2c1	4	-4	1	-10	-10	-1	-11	2	5
CCCCCCCCOC(=O)CCc1c(C)[nH]c(=S)[nH]c1=O	3	-8	-15	-4	3	-5	-8	0	19
CC1(C)Cc2c(sc3c2c2ncnn2c2nnc(SCC(=O)NCc4ccco4)n32)CO1	3	1	-8	-5	3	2	24	-6	15

In a second layout: results already given.
Structure: O=C(c1ccccc1NS(=O)(=O)c1cccs1)N1CCOCC1
  LYP inh 2: 2	FAK blocker: 0	PostGolgi yeast: 9	S1P2 agonist: 0	EphB4 ephrin blk: 5	Rev-RRE block: 7	S1P2 antag: -1	LYP act: -3	PostGolgi ctrl: 2
Structure: C=CCn1c(COc2ccccc2C)nnc1SCC(=O)O
  LYP inh 2: 1	FAK blocker: -3	PostGolgi yeast: 6	S1P2 agonist: -2	EphB4 ephrin blk: 3	Rev-RRE block: 3	S1P2 antag: -16	LYP act: -1	PostGolgi ctrl: 4

(more compounds)
SMILES	LYP inh 2	FAK blocker	PostGolgi yeast	S1P2 agonist	EphB4 ephrin blk	Rev-RRE block	S1P2 antag	LYP act	PostGolgi ctrl
CC(C)(C)C1CCc2c(sc3c2C(=O)NC(c2ccco2)N3)C1 (stereo not drawn)	4	1	-6	-2	-5	12	-20	-6	10
COc1ccc(NC(=S)Nc2ccccc2F)c(OC)c1	-15	0	-9	-11	1	8	4	18	-4
O=C1NC(=O)/C(=C\c2ccccc2Oc2ccc(F)c(F)c2)S1	7	-3	12	-8	-7	6	-7	-5	43*
Cc1ccc(-c2csc3nnc(SCC(=O)NCc4ccco4)n23)cc1	1	0	-15	-4	-3	1	-9	-1	7
OC(COCc1ccccc1)CN1CCN(c2ccccc2)CC1 (stereo not drawn)	-4	-2	10	-2	-13	6	0	1	22
Cc1ccc(SCCC(=O)NCCSCc2ccccc2C)cc1	4	5	7	-1	-1	6	-11	0	54*
CCOC(=O)c1c(CN2CCOCC2)n(-c2ccccc2)c2cc(Br)c(OC)cc12	9	2	-1	-3	6	0	-32	-9	54*
CCOC(=O)Cn1nnnc1C(C(C)C)N(Cc1cc2c(C)cc(C)cc2[nH]c1=O)C1CCCC1 (stereo not drawn)	10	3	-6	-7	-1	9	-8	-7	18
CC1CCCN(CCCNC(=O)CCn2nc(-c3ccccc3)ccc2=O)C1 (stereo not drawn)	13	8	-3	-7	2	7	13	-9	28
CC(=O)Oc1cccc(N2C(=O)C3C4C=CC(C4=C(C)C)C3C2=O)c1 (stereo not drawn)	-2	0	6	-5	-2	4	10	3	6
O=C(CC(NS(=O)(=O)c1ccc(Cl)cc1)c1ccco1)NCc1ccco1 (stereo not drawn)	-5	1	-2	-3	-2	5	9	3	5
CC(C)c1ccc(NC(=O)CCN2C(=O)c3ccc([N+](=O)[O-])cc3C2=O)cc1	-7	-4	0	-3	-4	-2	-13	11	-2
CN(C)CCNC(=O)c1ccc(Cl)s1	-10	9	-6	-3	14	5	0	6	-6
Cc1cc(N2C(=O)C3C4c5ccccc5C(c5ccccc54)C3C2=O)no1 (stereo not drawn)	-3	8	0	-5	7	4	25	2	6
O=C(c1ccccc1-c1ccccc1)N1CCN(c2ccccn2)CC1	-6	0	-2	-9	2	6	-16	6	22
CCN1C(=O)c2cccc3c(S(=O)(=O)NCc4cccnc4)ccc1c23	-1	1	1	-7	-2	-3	17	0	9
O=C(Nc1cc(Cl)ccn1)C1CCN(S(=O)(=O)c2cccs2)CC1	-5	0	5	-8	1	6	-3	1	1
CCN(CC)CCNC(=O)c1c(C)oc2cc(Br)c(OC)cc12	-6	3	8	1	-6	-3	11	3	9
COc1cccc(C(=O)n2cnnc2N)c1OC	-9	-3	-3	-1	4	5	26	6	9
Cc1ccccc1OC(=O)n1c(=S)oc2cc(Cl)ccc21	8	-1	2	-7	3	9	-1	-10	4
CCn1c(N2CCN(CC(=O)Nc3cccc(C)c3C)CC2)nc2ccccc21	10	7	-14	-6	0	10	20	-7	3
COc1ccc2cc(/C=N/NC(=O)CSCc3ccc([N+](=O)[O-])cc3)c(Cl)nc2c1	9	4	-9	-1	-2	11	9	-6	7
O=C(CN1CCC(c2nc3ccccc3[nH]2)CC1)NCc1ccc2c(c1)OCO2	4	-2	1	-9	-12	1	-30	-3	4
CC(CC(=O)Nc1nc2ccccc2[nH]1)c1ccccc1 (stereo not drawn)	7	3	0	-4	-7	4	-49	-5	19
CCCCn1nnc(NC(=O)COc2ccc(Cl)c(C)c2)n1	6	-2	-5	-3	8	14	3	-4	-7

By substructure, the compounds so far containing an NH in an aromatic ring (eight)
SMILES	LYP inh 2	FAK blocker	PostGolgi yeast	S1P2 agonist	EphB4 ephrin blk	Rev-RRE block	S1P2 antag	LYP act	PostGolgi ctrl
Cc1cccc2cc(CN(CC3CCCO3)C(=O)c3cnccn3)c(=O)[nH]c12 (stereo not drawn)	13	-4	1	-6	0	2	-3	-16	3
CCCCNC(=O)CSc1nnc(-c2c[nH]c3ccccc23)n1CC1CCCO1 (stereo not drawn)	-6	-1	2	-2	5	2	13	6	10
CC(/C=C/c1ccco1)=N\NC(=O)c1cc(C)[nH]n1	14	13	2	-5	1	12	11	-10	1
CCOc1ccc2nc(SCC(=O)NCc3ccc4c(c3)OCO4)[nH]c2c1	4	-4	1	-10	-10	-1	-11	2	5
CCCCCCCCOC(=O)CCc1c(C)[nH]c(=S)[nH]c1=O	3	-8	-15	-4	3	-5	-8	0	19
CCOC(=O)Cn1nnnc1C(C(C)C)N(Cc1cc2c(C)cc(C)cc2[nH]c1=O)C1CCCC1 (stereo not drawn)	10	3	-6	-7	-1	9	-8	-7	18
O=C(CN1CCC(c2nc3ccccc3[nH]2)CC1)NCc1ccc2c(c1)OCO2	4	-2	1	-9	-12	1	-30	-3	4
CC(CC(=O)Nc1nc2ccccc2[nH]1)c1ccccc1 (stereo not drawn)	7	3	0	-4	-7	4	-49	-5	19

Next section
SMILES	LYP inh 2	FAK blocker	PostGolgi yeast	S1P2 agonist	EphB4 ephrin blk	Rev-RRE block	S1P2 antag	LYP act	PostGolgi ctrl
OC(COCc1cccs1)CN1CCCCCC1 (stereo not drawn)	1	1	-5	-6	-10	3	21	-1	4
CN=C1SC(CC(=O)Nc2cccc(C(F)(F)F)c2)C(=O)N1C (stereo not drawn)	2	-1	-6	-2	2	1	3	-4	20
CCOC(=O)c1c(C)[nH]c(C(=O)OCC(=O)NC(C)C)c1C	3	-2	-6	-4	6	1	15	-3	7
Cc1ccc(-n2cnc3c(sc4nccc(N(C)C)c43)c2=O)cc1	2	-1	15	-4	0	7	-3	-3	6
COc1cc2c(cc1OC)C(c1cccs1)CC(=O)N2 (stereo not drawn)	-6	1	1	-5	-6	7	-12	7	-2
CC1CCN(C(=O)C2CCCN(S(C)(=O)=O)C2)CC1 (stereo not drawn)	-2	3	-3	-3	0	6	12	0	3
Cc1cc(NC(=O)c2ccccc2Cl)no1	3	0	8	0	4	6	15	-1	9
c1ccc(-c2noc(-c3cccc4ccccc34)n2)cc1	-6	0	0	-4	-8	19	-13	6	1
O=C(Cc1sc(-c2ccccc2Cl)nc1-c1ccccc1)Nc1ccc(F)cc1	0	-2	19	-8	-1	16	-11	-1	-1
CCCCNC(=S)NC(=O)c1ccc(Cl)cc1Cl	-2	-5	-13	-3	-8	-5	-5	5	5
Cc1oc(-c2cccs2)nc1CS(=O)CC(=O)NC1CCCCCC1 (stereo not drawn)	0	-5	1	-5	-6	0	-5	-1	-1
CCc1n[nH]c2c1/C(=N/O)CCC2	-5	5	-3	-4	-3	5	4	5	3
O=C(Cc1coc2ccc3ccccc3c12)N1CCN(c2ncccn2)CC1	7	-5	2	-5	-2	4	-18	-6	5
CCOn1c(=O)c(-c2cccs2)[n+]([O-])c2ccccc21	-6	3	-5	-7	7	4	3	8	42*
Cc1ccc(Oc2ccccc2)c(NC=O)c1	-2	5	0	-6	3	6	5	-1	4
